Compound activity: PubChem, NCI
All columns: NCI-60 one-dose screen, growth in % after 48 h at 10 µM unless noted; 100 = growth as untreated, 0 = no growth, -100 = all killed.
NCI-H322M = NCI-H322M lung cancer; 80,000 tested, 2.7% active
NCI/ADR-RES = NCI/ADR-RES ovarian cells | 81,000 tested, 4.4% active | AID 1794790
NCI-H226 = NCI-H226 lung cancer. 79,000 tested, 3.5% active. AID 1794732
NCI-H460 = NCI-H460 lung cancer | 82,000 tested, 6.8% active | AID 1794736
COLO 205 = COLO 205 colon cancer | AID 1794742 | 79,000 tested, 7.3% active
NCI-H23 = NCI-H23 lung cancer; 80,000 tested, 4% active
HCT-116 = HCT-116 colon cancer; 82,000 tested, 7.3% active
NCI-H522 = NCI-H522 lung cancer; 78,000 tested, 8% active
HCT-15 = HCT-15 colon cancer; 82,000 tested, 5.2% active; AID 1794746
* hit, by the source's call; · = not tested or not shown; & = joins results of further samples; [ ] = remark or other dose. How the source made its calls: active means growth percent below 10; inactive means the rest.

Preview (five entries):
SMILES | NCI-H322M | NCI/ADR-RES | NCI-H226 | NCI-H460 | COLO 205 | NCI-H23 | HCT-116 | NCI-H522 | HCT-15
CO[C@H]1O[C@@H]2[C@H](C)OC(=O)CCCCC(=O)[C@@H]2CC1(OC)OC | 104 | 100 | 106 | 108 | 118 | 95 | 105 | 101 | 106
CC1=C(C)C(=O)C(N2CCN(c3ccccc3C)CC2)=C(Cl)C1=O | 103 | 100 | 90 | 103 | 118 | 97 | 100 | 93 | 104
O=c1cc(Cn2cnc3c(NCc4ccco4)ncnc32)c2cc(F)ccc2o1 | 86 | 92 | 95 | 102 | 120 | 91 | 92 | 79 | 89
CC(=O)Oc1ccc(/C=C/C(=O)NC(Cc2ccccc2)C(=O)C(=O)NCc2ccccc2)cc1OC(C)=O (stereo not given) | 96 | 104 | 104 | 104 | 110 | 100 | 92 | 88 | 99
CC(=O)c1cc(O)c2ccccc2c1O | 105 | 87 | 93 | 103 | 116 | 86 | 95 | 79 | 99

This part in full, from the first entry:
SMILES | NCI-H322M | NCI/ADR-RES | NCI-H226 | NCI-H460 | COLO 205 | NCI-H23 | HCT-116 | NCI-H522 | HCT-15
CO[C@H]1O[C@@H]2[C@H](C)OC(=O)CCCCC(=O)[C@@H]2CC1(OC)OC | 104 | 100 | 106 | 108 | 118 | 95 | 105 | 101 | 106
CC1=C(C)C(=O)C(N2CCN(c3ccccc3C)CC2)=C(Cl)C1=O | 103 | 100 | 90 | 103 | 118 | 97 | 100 | 93 | 104
O=c1cc(Cn2cnc3c(NCc4ccco4)ncnc32)c2cc(F)ccc2o1 | 86 | 92 | 95 | 102 | 120 | 91 | 92 | 79 | 89
CC(=O)Oc1ccc(/C=C/C(=O)NC(Cc2ccccc2)C(=O)C(=O)NCc2ccccc2)cc1OC(C)=O (stereo not given) | 96 | 104 | 104 | 104 | 110 | 100 | 92 | 88 | 99
CC(=O)c1cc(O)c2ccccc2c1O | 105 | 87 | 93 | 103 | 116 | 86 | 95 | 79 | 99
c1ccc2nc(N/N=C3\CCCCC3C3CCCCC3)ccc2c1 (stereo not given) | 64 | 57 | 54 | 40 | 41 | 40 | 6.8* | 60 | 33
CCCCOc1nc2ccc(Cl)cc2cc1/C=C/C(=O)/C=C/c1ccc(Cl)cc1 | 96 | 100 | 93 | 103 | 62 | 80 | -29* | 75 | 82
Fc1ccccc1C1c2ccccc2-c2nccn21 (stereo not given) | 96 | 93 | 88 | 110 | 111 | 87 | 90 | · | 99
O=C(Cn1cc(-c2ccccc2)nn1)Nc1nc(-c2ccc(F)cc2)cs1 | 103 | 103 | 108 | 109 | 114 | 99 | 100 | 87 | 93
N#Cc1c(Cl)nc(SCc2ccc([N+](=O)[O-])cc2)nc1-c1ccc(F)cc1 | 91 | 85 | 62 | 100 | 105 | 95 | 74 | 70 | 75
Nc1nc2c3cncnc3ccc2c2ncncc12 | 96 | 98 | 90 | 101 | · | 95 | 81 | 80 | 105
CC[C@H](Nc1ncnc2nc[nH]c12)c1nc2cccc(NCCCCCC(=O)NO)c2c(=O)n1-c1ccccc1 | 111 | 106 | 92 | 107 | 106 | 102 | 89 | 84 | 101
CC(=O)[C@H]1CC[C@]2(C)[C@@H]1CC[C@@H]1[C@@]3(C)C/C(=C/c4ccncc4)C(=O)C(C)(C)[C@@H]3CC[C@]12C | 105 | 113 | 96 | 108 | 115 | 95 | 102 | · | 105
COC(=O)c1ccc(N=C=O)cc1 | 80 | 110 | 98 | 104 | 106 | 103 | 94 | 77 | 94
CCOC(=O)C1NC(=O)NC1C(=O)OCC (stereo not given) | 107 | 103 | 104 | 110 | · | 103 | 101 | 81 | 101
C/C(=N\NC(=O)Cn1c(-c2ccc(S(C)(=O)=O)cc2)nc2cc(Cl)ccc21)c1ccc(Cl)cc1 | 86 | 87 | 79 | 83 | · | 83 | 81 | 75 | 77
Cc1nn(-c2ccccc2)c2nc3c(nc12)c(=O)oc1ccccc13 | 89 | 76 | 91 | 69 | 83 | 70 | 61 | 81 | 84
Nc1ccc2[nH]c(-c3ccccc3)cc(=O)c2c1 | 98 | 71 | 101 | 97 | · | 98 | 81 | 71 | 74
COc1cc(CNC(=O)c2ccccc2Nc2ccnc(C(F)(F)F)c2)ccc1O | 95 | 95 | · | 102 | 110 | 100 | 100 | 94 | 99
COc1ccc(-c2nc3sccn3c2/C=C2\C(=O)Nc3ccccc32)cc1O | 110 | 86 | 101 | 125 | 97 | 88 | 78 | 77 | 101
CSc1nc(Cl)cc(Sc2nc(N)nc3nc[nH]c23)n1 | 101 | 92 | 91 | 85 | 122 | 101 | 95 | 91 | 94
COc1cc(/C=C2\C(=O)Nc3ccc(Br)cc32)cc(OC)c1OC | 76 | 43 | 77 | 73 | 71 | 64 | 37 | 47 | 39
CCN(CC)CCCC#CCN1CCOCC1 | 105 | 106 | 108 | 110 | 99 | 102 | 102 | 82 | 100
COc1ccc2oc(=O)cc(-c3nc4ccc(N)cc4[nH]3)c2c1 | 86 | 88 | 72 | 102 | 85 | 84 | 89 | 64 | 98
CCOC(=O)c1nc(Nc2ccc(NC(=O)Nc3ccc(Cl)c(Cl)c3)cc2)c2ccccc2n1 | 102 | 96 | 104 | 104 | 117 | 94 | 96 | 86 | 94
COc1cc2cc(Sc3ccc(NC(=O)c4ccc(N5CCOCC5)c(C(F)(F)F)c4)cc3)c(C)nc2cc1OC | · | 104 | 98 | 108 | 107 | 96 | 97 | 98 | 106
Cc1cc(Cl)ccc1Nc1nc(C(F)(F)F)ccc1C(=O)N/N=C/c1ccc(F)cc1 | 9.9* | 11 | 23 | 2.3* | 14 | 16 | 8.7* | -9.2* | 6.4*
O=c1[nH]c(N2CCOCC2)nc2sc3c(c12)CCCC3 | 102 | 95 | 98 | 103 | 107 | 98 | 101 | · | 103
COc1ccc2c(c1)c(-c1nc(-c3c[nH]c4ncccc34)cs1)cn2CCCN1CCCCC1 | 56 | 59 | 71 | 5.8* | -75* | 73 | 26 | 68 | -5.9*
CCOC(=O)/C=C/c1ccc([N+](=O)[O-])o1 | 96 | 51 | 20 | 96 | 41 | 74 | -54* | -55* | -3.8*
NC(=O)CC(NC(=O)COc1ccc(Cl)cc1Cl)C(=O)O (stereo not given) | 102 | 112 | 102 | 104 | 106 | 101 | 101 | 98 | 112
CC(C)NCCCNc1ccnc2cc(Cl)ccc12 | 99 | 96 | 99 | 108 | 91 | 94 | 94 | 110 | 98
COc1cccc(N2CCN(c3cccc(C)n3)CC2)c1 | 103 | 95 | 105 | 117 | 123 | 103 | 91 | · | 105
Nc1nnc(-c2cc(=O)oc3ccc(Cl)cc23)o1 | 96 | 100 | 97 | 97 | 111 | 96 | 103 | 95 | 99
CCOC(=O)c1nn(-c2ccccc2)c(=O)c2c(N)c(C(=O)OC)c(C(=O)OC)cc12 | 100 | 99 | 105 | 98 | 114 | 85 | 97 | 91 | 100
O=C1S/C(=C\c2ccc([N+](=O)[O-])cc2)C(=O)N1CCN1CCCCC1 | 107 | 109 | 105 | 115 | 113 | · | 105 | 100 | 93
CP(C)(=O)O[C@@H]1C(=O)N(c2cc3c4ccccc4ccc3c3ccccc23)[C@H]1c1ccc(F)cn1 | 88 | 78 | 94 | 88 | 93 | 86 | 73 | 47 | 71
CN1CCN(CCCn2c(=O)c3sc4ncccc4c3n3nnc(-c4ccccc4)c23)CC1 | · | 33 | 108 | -77* | -97* | 77 | -59* | -84* | 7.7*
O=C(O)CNC(=O)c1ccc(C(=O)NCC(=O)O)cc1 | 101 | 113 | 97 | 112 | 119 | 107 | 92 | 87 | 115
O=C1C(c2ccccc2)=C(N2CCc3ccccc32)OC1(Cl)Cl | 86 | 87 | 89 | 88 | -8.4* | 60 | 2.4* | 75 | 21
NCCCN | 108 | 112 | · | 108 | 122 | 112 | 109 | 105 | 101
N#C/C(=C1\SC(=O)CN1c1ccccc1)c1nc2ccccc2s1 | 102 | 89 | · | 97 | 103 | 76 | 89 | 81 | 96
Nc1ccc(S(=O)(=O)Nc2cccc(C(F)(F)F)c2)cc1 | 103&132 | 99&104 | 94&99 | 108&110 | 104&102 | 92&99 | 123&96 | 79&95 | 105&120
COc1cc(/C=C/c2nc3ccccc3c(=O)n2-c2ccc(C#Cc3ccc(C(C)(C)C)cc3)cc2C)cc(OC)c1OC | 93 | 95 | 105 | 104 | 109 | 100 | 92 | 92 | 88
Cc1ccc(-c2nc(C#N)c(N3CCN(S(=O)(=O)c4oc(-c5ccc(C)cc5)nc4C#N)CC3)o2)cc1 | 108 | 114 | 110 | 113 | 119 | 109 | 105 | 96 | 92
O=C1CNC(c2ccc(Cl)cc2)N1O (stereo not given) | 95 | 108 | 88 | 108 | 110 | 104 | 95 | 92 | 109
Nc1nc2ccc(Cl)cc2[nH]1 | 105 | 103 | · | 103 | 101 | 96 | 102 | 89 | 105
CN(C)CCOC(=O)Nc1ccccc1Cl | 104 | 105 | 106 | 105 | 113 | 98 | 103 | 106 | 103
COc1cc(-c2c(C#N)c(-c3ccc(Cl)cc3)nc3c2c(-c2ccccc2)nn3-c2ccccc2)ccc1O | 95 | 100 | 111 | 99 | 104 | 97 | 88 | 82 | 90
S=c1[nH]cccc1-c1nnc2n1Nc1nc3ccc(Br)cc3cc1CS2 | 93 | 98 | 95 | 102 | 112 | 92 | 85 | 81 | 102
S=C(NCCCN1CCOCC1)NN=C1c2ccccc2-c2ccccc21 | 102 | 96 | 86 | 96 | 96 | 100 | 83 | 89 | 95
O=C(NC(=S)N1CCN(c2ncnc3c2cnn3-c2ccccc2)CC1)c1ccc(Cl)cc1 | 67 | 28 | 52 | 53 | 77 | 55 | 42 | 38 | 52
CC(C)(COS(=O)(=O)Cc1ccccc1)COS(=O)(=O)Cc1ccccc1 | 98 | 95 | 89 | 107 | 102 | 91 | 97 | 79 | 98
NS(=O)(=O)c1ccc(-n2cc(-c3cccc(NC(=O)c4cccc(C(F)(F)F)c4)c3)nn2)cc1 | 93 | 106 | 98 | 107 | 110 | 90 | 92 | 96 | 101
Cc1ccccc1Nc1ncnc2nc[nH]c12 | 116 | 108 | 94 | 103 | 113 | 106 | 100 | 100 | 103
Cc1ccc(N=C(C(c2ccccc2)c2ccccc2)N2CCCCC2)cc1 | 76 | 73 | 67 | 77 | 63 | 64 | 34 | 58 | 81
COc1cc2c(cc1OC)C(CC1(O)CCCCC1)N(S(=O)(=O)c1ccc(C)cc1)CC2 (stereo not given) | 58[100 µM] | 34[100 µM] | 58[100 µM] | 8.2*[100 µM] | 1.2*[100 µM] | 29[100 µM] | 9.1*[100 µM] | · | 23[100 µM]
COC(=O)C1=CN(C)C(c2ccccc2)C=C1 (stereo not given) | 96 | 98 | 96 | 106 | 97 | 94 | 98 | 92 | 100
COc1ccc2c(c1)N(CCO)C1=C(C(=O)OC1)C2c1ccc(OC)c(OC)c1 (stereo not given) | 61 | 72 | 47 | 17 | 30 | 46 | 27 | -12* | 40
C=CS(C)(=O)=O | 104 | 107 | 89 | 97 | 98 | 102 | 98 | 67 | 98

Next records
SMILES | NCI-H322M | NCI/ADR-RES | NCI-H226 | NCI-H460 | COLO 205 | NCI-H23 | HCT-116 | NCI-H522 | HCT-15
Clc1ccc(-c2cn3cc(Cc4ccccc4)sc3n2)cc1 | 92 | 104 | 95 | 94 | 113 | · | 95 | 86 | 83
COc1ccccc1C(=O)Nc1cccc(-c2cc(=O)c3ccccc3o2)c1 | 102 | 98 | 99 | 102 | 105 | 102 | 99 | 72 | 93
C=C(C)[C@@H]1CC[C@]2(COC(=O)c3cccc(OC(C)=O)c3)CC[C@]3(C)[C@H](CC[C@@H]4[C@@]5(C)CC[C@H](O)C(C)(C)[C@@H]5CC[C@]43C)[C@@H]12 | 103 | 103 | 104 | 108 | 116 | 94 | 98 | 99 | 106
Cc1ccc(C(=O)Nc2ccccc2C(=O)N/N=C(\c2ccccc2)c2ccccn2)cc1 | 33 | 13 | 30 | 5.4* | 14 | 33 | 18 | 24 | 29
C/C(=C(/c1ccc(O)cc1)c1ccc(OCCN2CCCCCC2)cc1)c1ccccc1 | 67 | 66 | 76 | 19 | -87* | 45 | 28 | 66 | -21*
CS(=O)(=O)c1ccc(N2N=C(c3ccc(-c4ccccc4)cc3)CCC2=O)cc1 | · | 85 | 75 | 95 | 102 | · | 92 | 71 | 83
CCCCOc1ccc2nc3cc(Cl)ccc3c(Cl)c2n1 | 91 | 102 | 99 | 102 | 112 | 97 | 109 | 89 | 99
COc1cc(-c2cc(-c3ccc(Br)cc3)nc3nc(N)[nH]c(=O)c23)ccc1Oc1ccnc2cc(Cl)ccc12 | 88 | 98 | 88 | 109 | 120 | 99 | 94 | 94 | 111
O=CN1N=C(c2cccc(Nc3ccncc3)c2)CC1c1ccc(Cl)cc1 (stereo not given) | 91 | 90 | 78 | 100 | 93 | 83 | 67 | 85 | 85
COc1cc(C2NC(c3ccc(Cl)cc3)C(C)C(=O)C2C)cc(OC)c1OC (stereo not given) | 151 | 99 | 96 | 102 | · | 99 | 86 | 69 | 86
CN1C(=O)N(C)C2C1NC(=O)N2CC(=O)N1CCOCC1 (stereo not given) | 99 | 105 | 97 | 103 | 102 | 99 | 89 | 90 | 98
COc1cccc(NC(=O)Nc2cccc(-c3ccc(=O)[nH]n3)c2)c1 | 104 | 103 | 96 | 104 | 110 | 99 | 91 | 90 | 94

Rewritten with two lines to a compound: two of the compounds above.
The line under a structure holds: NCI-H322M | NCI/ADR-RES | NCI-H226 | NCI-H460 | COLO 205 | NCI-H23 | HCT-116 | NCI-H522 | HCT-15
COc1ccccc1C(=O)Nc1cccc(-c2cc(=O)c3ccccc3o2)c1
    102 | 98 | 99 | 102 | 105 | 102 | 99 | 72 | 93
C=C(C)[C@@H]1CC[C@]2(COC(=O)c3cccc(OC(C)=O)c3)CC[C@]3(C)[C@H](CC[C@@H]4[C@@]5(C)CC[C@H](O)C(C)(C)[C@@H]5CC[C@]43C)[C@@H]12
    103 | 103 | 104 | 108 | 116 | 94 | 98 | 99 | 106
